TbREL1 inh = TbREL1 RNA ligase inhibitors, primary screen, biochemical, FRET fluorescence | RNA-editing ligase 1, mitochondrial (Trypanosoma brucei brucei), P86926 | TbREL1 RNA ligation | inhibition, % at 9.66 µM | 89,000 compounds, 0.49% hits;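 active means inhibition above the mean inhibition across all screened compounds plus 3 SD, cut at about 11% in these data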;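 further: 0% = plate median of test wells and 100% = NSC42067 control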
Target sequence (P86926 whole entry, looked up): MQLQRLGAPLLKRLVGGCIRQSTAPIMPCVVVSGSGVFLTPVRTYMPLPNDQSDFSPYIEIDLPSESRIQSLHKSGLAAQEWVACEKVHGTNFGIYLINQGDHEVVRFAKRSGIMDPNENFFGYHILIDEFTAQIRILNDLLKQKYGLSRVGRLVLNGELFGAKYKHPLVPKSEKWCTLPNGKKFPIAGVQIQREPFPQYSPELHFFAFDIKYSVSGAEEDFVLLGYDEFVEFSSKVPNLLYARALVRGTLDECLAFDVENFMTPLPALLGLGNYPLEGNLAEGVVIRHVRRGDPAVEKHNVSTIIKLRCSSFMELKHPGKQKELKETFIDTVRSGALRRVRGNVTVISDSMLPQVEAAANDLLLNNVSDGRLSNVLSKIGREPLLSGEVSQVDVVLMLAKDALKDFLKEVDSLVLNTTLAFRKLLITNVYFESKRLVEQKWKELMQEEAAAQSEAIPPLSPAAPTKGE
Active calls of the source: *.

No.	SMILES	TbREL1 inh
1	CCN(CC(=O)Nc1ccc2c(c1)OCCO2)C(=O)c1cc(S(=O)(=O)N2CCOCC2)ccc1F	1.0
2	O=C1C2CC(O)CN2C(=S)N1Cc1ccccc1 (stereo unspecified)	2.0
3	CCOC(=O)C(=CNc1ccc(Oc2cccnc2)nc1)C(=O)OCC	-2.9
4	COc1ccc(CNC2CCC23CCC(c2ccccc2)CC3)cc1OC (stereo unspecified)	2.4
5	O=c1nc(N2CCCCCC2)nc(N2CCCCCC2)[nH]1	-1.8
6	COCCN1CC(C(=O)N2CCC(Oc3ccccc3OC)CC2)CCC1=O (stereo unspecified)	-1.2
7	CC[C@@]1(c2ccc(C)cc2)C(=O)N(C(=O)OC)N1C(=O)OC	0.8
8	N#Cc1ccccc1CSc1nc(N)cc(N)n1	3.5
9	COC(=O)[C@]12C[C@H](CC(=O)N3CCN(C(=O)C4CC4)CC3)C(=O)N(Cc3cccc4ccccc34)C1=C[C@H](COCc1ccccc1)O[C@@H]2C	-5.4
10	O=C(Nc1ccc(Cl)cc1)N1CC=CCC1	5.9
11	COc1cccc(CNC(=O)CSc2nc(=O)n(Cc3ccncc3)c3c2CCC3)c1	0.3
12	Cn1sc(=O)c2cc(S(=O)(=O)NC3CC3)ccc21	-2.0
13	COC(=O)c1ccc(C(=S)N2CCCCC2)cc1	4.5
14	CCNC(=S)N/N=C(\C)c1cccc(C(F)(F)F)c1	-6.5
15	O=C(NC1=NCCS1)C12CC3CC(CC(C3)C1)C2	1.1
16	COCC(=O)N(Cc1ccco1)c1nnc(C2CCOC2)s1 (stereo unspecified)	-0.6
17	COCCC(=O)N1CCC(Oc2ccc(C(=O)NCCCC3CCCC3)cc2)CC1	0.3
18	COc1ccccc1N(C)S(=O)(=O)c1ccc(C(=O)NCC(C)C)cc1	-2.1
19	COc1ccc(CC(=O)NNS(=O)(=O)c2ccccc2[N+](=O)[O-])cc1OC	-3.1
20	CN(CC(=O)Nc1cccc(F)c1)C(=O)c1ccc2c(c1)S(=O)(=O)N=C1CCCCCN12	-2.4
21	CC1(C)Cc2ccccc2C(=C(C#N)C#N)N1	10.2
22	CC(C)n1c(=S)[nH]c2ccccc21	-2.4
23	CCCn1nc(NS(=O)(=O)c2ccccc2)c2cc3ccccc3nc21	-1.2
24	CC(=O)Nc1cccc(Nc2cc(C)nn2C)c1	-0.3
25	COc1ccccc1C(=O)NCCC(=O)N1CC(C)OC(C)C1 (stereo unspecified)	0.1
26	Cc1ccccc1OCc1nnc(SCC(=O)N2c3ccccc3Sc3ccc(Cl)cc32)o1	1.0
27	O=C(NCc1ccccc1)C1CCN(C(=O)Cc2ccccc2)CC1	0.8
28	Cc1ccccc1OCC(=O)Nc1ccc(N2CCN(C(=O)c3ccco3)CC2)cc1	-6.4
29	Cn1cc(CN2C[C@]3(C)C[C@H]2CC(C)(C)C3)c(-c2ccc3c(c2)OCCO3)n1	-1.9
30	COc1ccccc1OCc1nnc(SCC(=O)N2CCCCC2)n1-c1ccccc1	-2.1
31	COc1cc(NC(=O)c2cc3cccc(OC)c3o2)cc(C(=O)Nc2cccc(C(F)(F)F)c2)c1	2.0
32	O=C(CSc1ccc2ccccc2c1)Nc1ccc(S(=O)(=O)Nc2nccs2)cc1	-4.4
33	Cc1ccc(C(=O)N2CCN(c3ncccn3)CC2)cc1	3.6
34	COCCNC(=O)COc1ccc(Oc2ccccc2)cc1	-2.5
35	CCN1CCCC(NC(=O)c2cc([N+](=O)[O-])ccc2OC)C1 (stereo unspecified)	1.8
36	Cn1c(=O)c2c(ncn2CC(=O)Nc2ccccc2Sc2ccccc2)n(C)c1=O	-3.0
37	Cc1ccc(-c2[nH]ncc2/C=N/n2c(COc3ccccc3C)nc3ccccc3c2=O)cc1	0.7
38	O=C(NC1CCCCC1)c1ccc(S(=O)(=O)N2CCCC2)cc1	5.4
39	CC(C)N(CC#CCC(O)(c1ccccc1)c1ccccc1)C(C)C	0.0
40	Cc1ccc(C)c(-n2nnnc2Sc2nc([N+](=O)[O-])nn2C)c1	-1.8
41	COc1cccc(CN(C)C(=O)C(Cc2ccccc2)NC(=O)c2ccccc2)c1OC (stereo unspecified)	-3.0
42	O=C(OCC(=O)N1CCN(c2ccccc2)CC1)c1ccc2ncsc2c1	1.0
43	CCCS(=O)(=O)NC(=O)C1(C)CCN(C(=O)c2cc(F)ccc2C)C1 (stereo unspecified)	1.3
44	Cc1ccc(C(c2nnnn2CCc2ccccc2)N2CCC(C)CC2)cc1 (stereo unspecified)	4.4
45	CC1(C(O)(C#CC[N+]2(C)CCCCC2)c2ccccc2)CCCC1 (stereo unspecified)	0.9
46	COc1ccc(C(C)=O)cc1COC(=O)Cc1n[nH]c(=O)c2ccccc12	-1.1
47	Cc1c(C)n(C(=O)CSc2nc3ccccc3[nH]2)c2ccccc12	-1.1
48	O=C1C=C(c2ccccc2)CC(c2ccc(F)cc2)C1 (stereo unspecified)	1.3
49	CCCCN1CCNC[C@@H]1Cc1ccc(O)cc1	0.4
50	CCOC(=O)C1=C(O)CSC1=Nc1ccc(C)cc1	-0.2
51	CC1CCN(S(=O)(=O)c2cccc(C(=O)NC3CCCCC3)c2)CC1	0.0
52	O=C(Cc1ccc(Cl)cc1)NC1CCCN(Cc2ccccc2F)C1 (stereo unspecified)	0.3
53	CCOc1cc(C(=O)NC(C)COC)cc(OCC)c1OCC (stereo unspecified)	-1.4
54	C[C@H](NC(=O)OC(C)(C)C)c1nnc(SCC(N)=O)o1	2.0
55	O=C(NCc1ccco1)C(c1cccs1)N(C(=O)C1COc2ccccc2O1)c1cccc(O)c1 (stereo unspecified)	-1.8
56	O=C(CNS(=O)(=O)c1ccccc1Br)OCC(=O)N1CCc2ccccc21	-0.2
57	COc1ccc(NC(=O)CSc2ccc3c4c(cccc24)C(=O)c2ccccc2-3)cc1	-0.8
58	CC1CCN(CCCn2c(=S)[nH]c3ccc(N4CCOCC4)cc3c2=O)CC1	-2.6
59	C[C@H]1CN([C@@H](C)CO)C(=O)CCCn2nncc2CO[C@H]1CN(C)C(=O)Nc1ccnc(N2CCOCC2)c1	-2.2
60	CCOc1ccc(-c2cc(C(=O)OC)nc3c2c(=O)n(C)c(=O)n3C)cc1	5.2

(cont.)
No.	SMILES	TbREL1 inh
61	O=C(Nc1ccccc1C(=O)Nc1ccncc1)c1ccccc1	-0.6
62	CCCCCn1c(N)c(-c2nc3ccccc3s2)c2c([N+](=O)[O-])nn(CC)c(=O)c21	2.3
63	O=C(NCCC1=CCCCC1)c1ccc2c(c1)N(Cc1ccccc1)C(=O)CS2	-2.3
64	O=C(c1cccs1)N1CCN(CCCc2ccccc2)CC1	2.5
65	Cc1ccc2nc(C)c3c(c2c1)OC(C(C)(Cl)Br)C3 (stereo unspecified)	7.4
66	Cc1cn([C@H]2C[C@H](O)[C@@H](CNCc3ccc(Oc4cc(-n5cccn5)ncn4)cc3)O2)c(=O)[nH]c1=O	2.0
67	CCn1c(Cc2cccs2)nnc1SCC(=O)Nc1cccc2ccccc12	-1.7
68	CCC(C)c1c(O)nc(SCc2ccccc2)[nH]c1=O (stereo unspecified)	-1.7
69	O=C(COC(=O)CCc1ccc(S(=O)(=O)N2CCOCC2)cc1)Nc1ncc(C(F)(F)F)cc1Cl	-0.7
70	CCC(C)c1ccc(NC(=O)c2cccnc2)cc1 (stereo unspecified)	-2.7
71	O=C(COc1nsnc1N1CCOCC1)Nc1ccccc1Cl	-0.9
72	CSc1ncc(-c2ccccc2)cn1	-3.9

Ordered by the number under TbREL1 inh (falling): three of the compounds above.
No.	SMILES	TbREL1 inh
66	Cc1cn([C@H]2C[C@H](O)[C@@H](CNCc3ccc(Oc4cc(-n5cccn5)ncn4)cc3)O2)c(=O)[nH]c1=O	2.0
68	CCC(C)c1c(O)nc(SCc2ccccc2)[nH]c1=O (stereo unspecified)	-1.7
70	CCC(C)c1ccc(NC(=O)c2cccnc2)cc1 (stereo unspecified)	-2.7

The results go on:
No.	SMILES	TbREL1 inh
73	O=C(COC(=O)c1ccco1)Nc1nc2ccccc2s1	6.3
74	O=C(NCCSc1ncc(-c2ccccc2)[nH]1)c1ccco1	-2.2
75	COc1ccc(S(=O)(=O)N2CCN(C(=O)COc3ccc(C)c(C)c3)CC2)cc1OC	1.0
76	NC(=O)c1cc([N+](=O)[O-])ccc1NCc1ccc(F)cc1	3.3
77	Cc1ccc(C(=O)Nc2ccccc2C(=O)NC(Cc2ccccc2)C(=O)O)cc1 (stereo unspecified)	-5.5
78	COc1ccc([N+](=O)[O-])cc1N1C(=O)c2cccnc2C1=O	8.0
79	COCC(=O)Nc1nnc(-c2ccc(C(C)(C)C)cc2)s1	-2.0
80	Cn1nc(CC(=O)NCc2ccc(C(F)(F)F)cc2)c2ccccc2c1=O	-3.3
81	O=C(CSc1nnnn1-c1ccc(F)cc1F)Nc1ccccc1F	5.0
82	O=C(C1=C[C@@H](c2ccc(Br)cc2)C[C@@H](OCCCCO)O1)N1CCN(Cc2ccc3c(c2)OCO3)CC1	-1.3
83	Cc1ccoc1C(=O)Nc1ccc2ccccc2c1	5.2
84	NC(=O)NCCC1=CCCCC1	0.7

Reprinted, nos. 73 to 77
No.	SMILES	TbREL1 inh
73	O=C(COC(=O)c1ccco1)Nc1nc2ccccc2s1	6.3
74	O=C(NCCSc1ncc(-c2ccccc2)[nH]1)c1ccco1	-2.2
75	COc1ccc(S(=O)(=O)N2CCN(C(=O)COc3ccc(C)c(C)c3)CC2)cc1OC	1.0
76	NC(=O)c1cc([N+](=O)[O-])ccc1NCc1ccc(F)cc1	3.3
77	Cc1ccc(C(=O)Nc2ccccc2C(=O)NC(Cc2ccccc2)C(=O)O)cc1 (stereo unspecified)	-5.5

Random excerpt: 4 entries already listed.
No.	SMILES	TbREL1 inh
78	COc1ccc([N+](=O)[O-])cc1N1C(=O)c2cccnc2C1=O	8.0
84	NC(=O)NCCC1=CCCCC1	0.7
81	O=C(CSc1nnnn1-c1ccc(F)cc1F)Nc1ccccc1F	5.0
74	O=C(NCCSc1ncc(-c2ccccc2)[nH]1)c1ccco1	-2.2

Carrying on:
No.	SMILES	TbREL1 inh
85	O=C(c1ccc(Cn2c(=O)[nH]c3ccccc3c2=O)cc1)N1CCN(c2ccccn2)CC1	-2.5
86	O=C(C1CCCCC1)N1CCCc2ccccc21	-2.8
87	CCCCOC(=O)c1ccc(NC(=O)CN2C(=O)NC3(CCCCCC3)C2=O)cc1	1.5
88	CCCC(=O)Nc1ccccc1Sc1ncnc2scc(-c3ccccc3)c12	-0.5
89	CC1CCN(C(=O)C(NS(=O)(=O)c2cccc3nsnc23)c2ccccc2)CC1 (stereo unspecified)	-2.0
90	COc1ccc(C(CC(=O)N2CCN(c3ccccc3)CC2)c2c(OC)cc(OC)c3ccc(=O)oc23)cc1 (stereo unspecified)	-1.4
91	Cc1ccc(S(=O)(=O)N2CCN(Cc3ccccc3)CC2)s1	3.1
92	CCC(C#Cc1ccccc1)N(C)C(N)=NC(=O)/C=C/c1ccccc1 (stereo unspecified)	-4.5
93	CC(C)OCCCNC(=O)c1cc2c(=O)n(C)c3ccccc3c2n1C	2.5
94	O=C(NC1CCCCC1)C1CCN(C(=O)c2ccc(Cl)cc2)CC1	2.9
95	COC(=O)c1sccc1NC(=O)Nc1ccccc1OC	1.4
96	O=C(COC(=O)c1n[nH]c2ccccc12)NC(=O)NC1CCCC1	1.1
97	COc1ccccc1NS(=O)(=O)c1ccc(O)c(C(=O)OCC(=O)N2c3ccccc3CC2C)c1 (stereo unspecified)	0.3
98	CSc1ccccc1C(=O)Nc1ccc2c(c1)OCO2	4.6
99	CC1CCN(c2ccccc2NC(=S)NC(=O)c2ccc(-c3cccc([N+](=O)[O-])c3)o2)CC1	-4.4
100	CCn1c(COc2cccc3cccnc23)nnc1SCC(=O)O	2.8
101	CC(NC(=O)COC(=O)CNS(=O)(=O)/C=C/c1ccccc1)c1ccccc1 (stereo unspecified)	1.2
102	COc1ccc2nc(N3CCN(C(=O)C4COc5ccccc5O4)CC3)sc2c1 (stereo unspecified)	1.3
103	COC(=O)c1ccc(NC2=CC(=O)CC(C)(C)C2)cc1	-1.5
104	COc1cccc(NC(=O)CSc2nnc(-c3ccoc3C)n2-c2ccccc2)c1	-0.7
105	CCCCN1CCN(C(=O)c2ccc3c(c2)NC(=O)C(C)(C)O3)CC1	4.3
106	COC(=O)c1cccc(Oc2nc3c(c(=O)n(C)c(=O)n3C)n2C(C)C)c1	-3.2
107	CN(CC(=O)N1CCCC1)S(=O)(=O)c1cccc(Cl)c1	4.8
108	Brc1ccc(Cn2nnc(-c3ccc(N4CCOCC4)cc3)n2)cc1	-0.6
109	O=C1N2CCc3ccccc3C2CS(=O)(=O)N1Cc1ccc(F)cc1 (stereo unspecified)	-0.2
110	COc1ccc(CC(=O)Nc2ccc(-c3noc(-c4cccc(OC)c4)n3)cc2)cc1	-1.7
111	CCOC(=O)N1CCN(C(=O)Cc2ccc(-n3c(=O)[nH]c4ccccc4c3=O)cc2)CC1	-1.4
112	COC(=O)c1ccccc1NC(=S)NC(=O)c1cccc2ccccc12	-1.9
113	CS(=O)(=O)N1CCN(c2ccccc2NC(=O)c2ccc(-c3ccc(Br)cc3)o2)CC1	6.8
114	CCN(Cc1ccccc1)c1ccc(/C=N/NC(=S)NC(C)C)cc1	-6.0
115	CC(=O)c1ccc(N2CCN(S(=O)(=O)c3c(C)[nH]c(C)c3C(=O)N3CCCCC3)CC2)cc1	-0.9
116	CC(=O)Oc1cc(OC(C)=O)c2c(C)cc(=O)oc2c1	2.2
117	COc1cc(F)c(C2=CC(=O)C[C@H](c3ccc(F)cc3)C2)cc1F	1.7
118	CCC1(c2ccc(F)cc2)NC(=O)N(CC(=O)N(C)C2CCS(=O)(=O)C2)C1=O (stereo unspecified)	-0.2
119	CCCN1CCN(C(=O)Cn2ncc3ccccc32)CC1	-0.6
120	CCN(CC)C(=O)CC(c1ccc(OC)cc1)c1c(O)cc(OC)cc1OC (stereo unspecified)	1.9
121	COc1ccc(/C=C/C(=O)OCC(=O)NCCc2ccccc2)c(OC)c1	-2.2
122	CCc1sc(C(=O)NCCCN2CCCC2=O)cc1Br	0.0
123	COc1ccc2c(c1)[C@@H](NC(=O)C(F)(F)F)[C@@H]1CCCC[C@]21c1ccccc1	-0.1

A portion of the library. The share of hits here may be higher or lower than overall.
